High-throughput results deposited in PubChem BioAssay by several laboratories.
Dyrk1A ADPGlo = rat Dyrk1A kinase inhibitors, primary screen, biochemical, single point, plate reader. Dual specificity tyrosine-phosphorylation-regulated kinase 1A (Rattus norvegicus), Q63470. ADP-Glo luminescence, NFATc1 peptide. inhibition, % at 12.5 µM. 310,000 tested, 0.43% active. AID 504441, 2011; in the data active means inhibition above about 50%;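 further: plate controls were vehicle with enzyme for no effect and no enzyme for full effect; many of its hits are not listed in these tables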
KCNK3 inh = human KCNK3 channel inhibitors, primary screen, CHO cells, FluxOR thallium flux, B-score. Potassium channel subfamily K member 3 (Homo sapiens), O14649. AID 602410, 2012. 340,000 tested, 0.84% active. B-score at 10 µM. FluxOR fluorescence; stronger effect = lower value;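 active means B-score under library mean minus 4 SD, starting fluorescence ratio at most library mean plus 5 SD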;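 further: more negative B-score means stronger inhibition of thallium flux through KCNK3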
Target sequence (O14649 whole entry, looked up): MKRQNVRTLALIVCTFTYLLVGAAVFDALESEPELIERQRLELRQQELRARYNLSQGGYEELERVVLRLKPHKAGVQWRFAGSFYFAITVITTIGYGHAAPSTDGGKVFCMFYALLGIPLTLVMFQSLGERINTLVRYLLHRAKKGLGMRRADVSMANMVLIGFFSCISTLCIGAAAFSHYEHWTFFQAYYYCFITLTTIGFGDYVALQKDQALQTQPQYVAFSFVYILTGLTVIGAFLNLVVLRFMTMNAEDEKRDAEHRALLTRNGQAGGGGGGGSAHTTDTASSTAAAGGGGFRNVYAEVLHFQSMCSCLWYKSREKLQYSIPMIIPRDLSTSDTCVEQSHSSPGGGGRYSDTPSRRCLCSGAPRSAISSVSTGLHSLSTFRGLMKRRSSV
GSK3A inh = blockers of GSK3A enzyme activity – biochemical, luminescence, cell-free homogeneous, HTS, primary screen; Glycogen synthase kinase-3 alpha (Homo sapiens), P49840; GSK-3 alpha kinase, ADP-Glo luminescence, 60 min; inhibition, % at 10 µM; 320,000 tested, 0.1% active;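 in the data active means inhibition above about 50%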;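 further: GST-tagged GSK-3 alpha with peptide substrate and 25 µM ATP; 0% = DMSO neutral wells and 100% = GW8510 positive control wells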
Target sequence (P49840 whole entry, looked up): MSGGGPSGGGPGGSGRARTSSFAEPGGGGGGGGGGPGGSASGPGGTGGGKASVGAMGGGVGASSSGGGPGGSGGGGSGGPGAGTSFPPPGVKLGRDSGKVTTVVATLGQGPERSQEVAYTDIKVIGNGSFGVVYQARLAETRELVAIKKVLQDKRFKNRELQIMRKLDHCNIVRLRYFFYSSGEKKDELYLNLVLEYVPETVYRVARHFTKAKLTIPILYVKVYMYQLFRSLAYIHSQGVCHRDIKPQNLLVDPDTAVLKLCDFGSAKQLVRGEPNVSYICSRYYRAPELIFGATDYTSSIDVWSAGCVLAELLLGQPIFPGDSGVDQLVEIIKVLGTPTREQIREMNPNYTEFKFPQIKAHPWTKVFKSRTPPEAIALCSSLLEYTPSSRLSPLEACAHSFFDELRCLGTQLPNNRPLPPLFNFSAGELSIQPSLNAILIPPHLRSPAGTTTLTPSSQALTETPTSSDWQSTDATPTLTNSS
Active calls of the source: *; i = inactive. A portion of the library; count on the stated rates, not on these rows.

Start of the listing, in advance, 3 compounds:
SMILES | Dyrk1A ADPGlo | KCNK3 inh | GSK3A inh
C[C@@]12C(=O)N(CC3CCCO3)CC(=O)N1[C@H]1c3ccccc3OC[C@@H]1[C@@H]2c1ccccc1 (stereo not given in full) | 8.7 | i | 0.2
CC(C)(C)OC(=O)C[C@H]1C/C=C\C[C@@H](CC(=O)NCCO)C(=O)N2CCC[C@H]2COC1=O | -3.0 | i | -4.1
CN(C)S(=O)(=O)NC(=O)C1=C(N2CCCC2)COC1=O | 7.6 | i | -2.4

This part in full (from the top)
SMILES | Dyrk1A ADPGlo | KCNK3 inh | GSK3A inh
C[C@@]12C(=O)N(CC3CCCO3)CC(=O)N1[C@H]1c3ccccc3OC[C@@H]1[C@@H]2c1ccccc1 (stereo not given in full) | 8.7 | i | 0.2
CC(C)(C)OC(=O)C[C@H]1C/C=C\C[C@@H](CC(=O)NCCO)C(=O)N2CCC[C@H]2COC1=O | -3.0 | i | -4.1
CN(C)S(=O)(=O)NC(=O)C1=C(N2CCCC2)COC1=O | 7.6 | i | -2.4
O=C(COc1ncnc2ccccc12)NC1CCCC1 | 1.2 | i | -3.2
O=c1oc2c(CN3CCOCC3)c(O)ccc2c2c1CCC2 | 0.1 | i | -2.5
CCN(Cc1nc2ccccc2c(=O)[nH]1)Cc1cc(=O)oc2cc(OC)ccc12 | 2.8 | i | -1.1
C=CC[C@H](CC(=O)OC(C)(C)C)C(=O)OC[C@@H]1CCCN1C(=O)[C@H](CC=C)CC(=O)N[C@H](CO)Cc1ccccc1 | 8.1 | i | -2.7
C[C@@H](O)Cc1cn(CC(=O)NCCCCCCCCCCC(=O)N2CCNCC2)nn1 | -1.8 | i | 4.0
CC(C)Cn1c(N)c(C(=O)COC(=O)CCc2nc3ccccc3c(=O)[nH]2)c(=O)n(C)c1=O | -1.5 | i | 0.7
COc1cc(OC)cc(C(=O)NCC(=O)OCC(=O)NC(C)CCc2ccccc2)c1 (stereo not given) | -1.2 | i | 0.4
COc1ccc(NC(=O)CN(C)C(=O)c2ccc(COc3ccccc3)cc2)cc1 | -0.2 | i | -1.9
COc1ccccc1NC(=O)C(C)OC(=O)C1COc2ccccc2O1 (stereo not given) | 0.3 | i | 3.1
Cc1cc(C(=O)Cn2cnc3cc(F)ccc3c2=O)c(C)n1C1CC1 | 3.3 | i | -3.1
CN(C(=O)c1ccc(NC(=O)Cc2ccc(NC(=O)C3CCCN(C(=O)C4CC4)C3)cc2)cc1)C1CC1 (stereo not given) | -2.3 | i | -3.6
O=C(/C=C/c1ccc(F)cc1)Nc1cccc(S(=O)(=O)N2CCOCC2)c1 | 10.0 | i | -1.6
COC(=O)c1ccc(OCC(=O)NC2CCCCCCC2)cc1 | -3.0 | i | -1.9
Cc1nnc(SCC(=O)Nc2ccc(N3CCOCC3)cc2)n1Cc1ccccc1 | 7.0 | i | 1.8
CCN(C[C@H]1N[C@@](C)(C(=O)OC)[C@H]2C(=O)N(C)C(=O)[C@@H]12)C(=O)Nc1ccc(OC)cc1 | -0.4 | i | -1.0
Cc1ccc(C(C)C)c(OCC(=O)N2CCN(c3ncccn3)CC2)c1 | 0.2 | i | 4.5
Cc1cccc(NC(=O)CN(CC2CCCO2)C(=O)c2oc3ccccc3c2C)c1C (stereo not given) | -1.1 | i | -1.9
COc1cc(C(=O)N[C@H](C(=O)OCC(=O)NC2CCCCCC2)C(C)C)cc(OC)c1OC | -5.7 | i | -0.7
O=C(COC(=O)CNC(=O)c1ccc(Cl)cc1Cl)NNC(=O)c1ccccc1 | -4.2 | i | -1.5
O=C(NCCCNCc1ccccc1)/C(=N\O)c1ccccc1 | 4.0 | i | 3.7
Cc1cccc(NC(=O)COC(=O)c2n[nH]c3ccccc23)c1C | -0.2 | i | -2.5
CCOc1ccccc1N1CCN(C(=O)c2cccc(S(=O)(=O)N3CCOCC3)c2)CC1 | 0.1 | i | -0.3
O=c1oc2c3c4c(cc2c2c1CCC2)OCCN4CCC3 | -5.2 | i | -2.5
CC(C)OCc1ccc(C(=O)N2CCN(S(=O)(=O)c3ccc(Br)s3)CC2)cc1 | -0.7 | i | 0.0
CCN(C[C@H]1N[C@@](CC)(C(=O)OC)[C@H]2C(=O)N(C)C(=O)[C@@H]12)S(=O)(=O)c1ccc(OC(F)(F)F)cc1 | -0.7 | i | -1.7
O=C(NCCN1C(=O)S/C(=C\c2ccccc2F)C1=O)C1CC(=O)N(Cc2ccccc2)C1 (stereo not given) | 5.1 | i | -0.1
COc1ccccc1NC(=O)c1ccc(NC(=O)c2nc3nccc(C)n3n2)cc1 | 4.3 | i | 0.1
CN(Cc1cccc(Cl)c1Cl)C(=O)c1cc(S(=O)(=O)N2CCOCC2)ccc1F | -3.0 | i | 1.5
Cc1cccc(C(=O)NNC(=O)c2ccc(NS(=O)(=O)c3cccs3)cc2)c1C | -0.3 | i | -2.8
COc1ccc(S(=O)(=O)N2CCCCC2)cc1NC(=O)CCCOc1ccccc1 | 3.7 | i | -2.4
COc1ccc(CCNC(=O)COC(=O)/C=C/c2ccc3c(c2)OCO3)cc1OC | 3.8 | i | 1.9
CC1CCCCC1NC(=O)Cn1cc([N+](=O)[O-])ccc1=O (stereo not given) | 5.4 | i | -0.3
Cc1ccc(S(=O)(=O)N2CCC(C(=O)N/N=C/c3cccn3C)CC2)cc1 | -4.3 | i | -2.0

Complete entries from above. Values in the order: Dyrk1A ADPGlo, KCNK3 inh, GSK3A inh
Results for O=c1oc2c3c4c(cc2c2c1CCC2)OCCN4CCC3 = -5.2, i, -2.5
Results for CN(C)S(=O)(=O)NC(=O)C1=C(N2CCCC2)COC1=O = 7.6, i, -2.4
Results for CC1CCCCC1NC(=O)Cn1cc([N+](=O)[O-])ccc1=O (stereo not given) = 5.4, i, -0.3

Some of the entries so far, as a markdown table.
| Molecule | Dyrk1A ADPGlo | KCNK3 inh | GSK3A inh |
| --- | --- | --- | --- |
| O=C(NCCN1C(=O)S/C(=C\c2ccccc2F)C1=O)C1CC(=O)N(Cc2ccccc2)C1 (stereo not given) | 5.1 | i | -0.1 |
| COc1ccccc1NC(=O)c1ccc(NC(=O)c2nc3nccc(C)n3n2)cc1 | 4.3 | i | 0.1 |

(cont.)
SMILES | Dyrk1A ADPGlo | KCNK3 inh | GSK3A inh
C=CCC[C@H](Cc1ccc(F)cc1)C(=O)OC[C@@H](C)NC(=O)[C@H](CC=C)CC(=O)NCCO | 11.1 | i | -0.9
COc1ccc2c(C(=O)NCc3ccc4c(c3)OCO4)c(-c3ccc(S(C)(=O)=O)cc3)sc2c1 | 1.2 | i | 2.7
CC(C)(O)/C=C/C[C@](C)(O)C1CC[C@]2(C)C1[C@H](O[C@H]1O[C@@H](CO)[C@H](O)[C@@H](O)[C@@H]1O)CC1[C@@]3(C)CC[C@H](O)C(C)(C)C3[C@@H](O)C[C@]12C (stereo not given in full) | -2.4 | i | 0.4
COc1ccccc1-c1noc(COC(=O)c2ccc(Br)o2)n1 | 1.6 | i | -4.3
O=C(CCN1CCOCC1)NNC(=O)c1ccc(Cl)c([N+](=O)[O-])c1 | 0.6 | i | -5.4
CC(=O)Nc1ccc(SCC(=O)NC(=O)c2ccc(S(=O)(=O)N(C)C)cc2)cc1 | 0.0 | i | 0.2
COc1ccc(-c2ccc3c(=O)cc(-c4ccsc4)oc3c2)cn1 | 6.4 | i | -3.7
CC(NCC(=O)Nc1ccccc1C(=O)NC1CC1)c1ccc(F)cc1F (stereo not given) | -2.6 | i | 2.1
CN(C)Cc1nc2ccccc2c(=O)n1Cc1nc(C(C)(C)C)cs1 | 2.4 | i | -2.5
COc1ccc(CCNC(=O)COC(=O)c2ccc([N+](=O)[O-])o2)cc1 | 1.4 | i | 3.2
Cc1noc(C)c1C(=O)Nc1sccc1C(N)=O | -1.2 | i | 2.8
CC(C)N(C(=O)CN1CCN(S(=O)(=O)c2ccc(Br)s2)CC1)C(C)C | 1.1 | i | -1.5
Cc1ccc(NC(=O)C2CCCN(S(=O)(=O)c3cnc[nH]3)C2)cc1F (stereo not given) | -3.0 | i | -2.2
COc1ccc(C=NNC(=O)c2ccccc2NS(=O)(=O)c2cccs2)cc1O | -3.4 | i | 0.5
Cn1cnc(C(=O)NCc2ccccc2)c1C(=O)NCc1ccccc1 | 19.8 | i | 10.7
O=C(CSc1nnc(C2CC2)n1-c1ccccc1)N1CCNC1=O | 3.9 | i | 3.2
Cc1ccccc1OCCC(=O)OCC(=O)NCCc1ccc(S(N)(=O)=O)cc1 | -5.7 | i | 1.3
O=C(COC(=O)Cc1n[nH]c(=O)c2ccccc12)NNC(=O)c1ccc(Br)cc1 | -0.9 | i | 2.3
O=C(NN1C(=O)NC2(CCCCC2)C1=O)c1ccc(Cl)s1 | 10.8 | i | -5.1
O=C1ON=C(c2ccccc2[N+](=O)[O-])/C1=C/c1cccc([N+](=O)[O-])c1O | -1.4 | i | -1.2
COc1cc2sc3cc(NCCCN4CCOCC4)ccc3c(=O)c2cc1OC | 21.6 | i | 4.2
Cc1cccc([C@H](NC(=O)OC(C)(C)C)C(=O)OC(C)(C)C)c1 | 8.2 | i | -2.6
CCN(CC(=O)Nc1c(F)cccc1F)C(=O)c1ccc(-c2ccc(C(C)=O)cc2)o1 | 3.5 | i | -0.7
CC1(C)CC[C@]2(C(=O)O)CC[C@]3(C)C(=CC[C@@H]4[C@@]5(C)CC[C@H](O[C@@H]6O[C@H](C(=O)O)[C@@H](O)[C@H](O[C@@H]7OC[C@H](O)[C@H](O)[C@H]7O)[C@H]6O)C(C)(C)[C@@H]5CC[C@]43C)[C@@H]2C1 | -8.0 | i | -0.6
Cn1c(SCC(=O)Nc2sccc2C#N)nnc1-c1ccccc1 | -2.5 | i | -3.8
CC(C)(C)OC(=O)Nc1ccc([C@@H](NC(=O)OC(C)(C)C)C(=O)OC(C)(C)C)cc1 | -19.2 | i | 3.1
CN(C)C1=NC[C@H](Cc2ccccc2)N1CC1CCCCC1 | -2.9 | i | -0.6
COc1ccc([C@H]2CC(=O)C=C(c3cc(C(F)(F)F)cc(C(F)(F)F)c3)C2)cc1 | 1.0 | i | -1.2
O=C(Cc1c(O)c2ccccc2oc1=O)c1ccc(F)cc1 | -0.9 | i | -5.5
CC1CCN(C(=O)COC(=O)CCC(=O)c2ccc(Cl)cc2)CC1 | -2.3 | i | -2.0
Fc1ccc2cc(-c3cccnc3)ncc2c1 | 49.0 | i | 3.0
COc1ccccc1N(C)S(=O)(=O)c1ccc(C(=O)Nc2cc(F)ccc2C)cc1 | 1.6 | i | -0.5
COc1ccc2sc(-c3ccc(N(C)C)cc3)c(C#CC(C)(C)O)c2c1 | 13.9 | i | -1.7
O=C(COc1ccc(-n2cnnn2)cc1)Nc1ccc(Br)cc1F | -5.3 | i | 1.5
Cc1ccc(S(=O)(=O)NC2CCCCC2)cc1C(=O)N1CCC(C(N)=O)CC1 | 6.1 | i | -2.0
Cn1nnnc1Sc1ncnc2scc(-c3ccc[nH]3)c12 | 52.1* | i | 3.7
O=C(Nc1cccc(S(=O)(=O)NC2=NCCC2)c1)c1ccccc1F | 5.1 | i | -8.4
N#CC1(NC(=O)COc2ccc(C(N)=O)cc2)CCCC1 | 3.9 | i | -0.7
CCOc1ccc(N2CC(C(=O)NCC(=O)Nc3ccc(F)c(F)c3F)CC2=O)cc1 (stereo not given) | 0.9 | i | -2.5
CCOc1ccc(CN(C)C(=O)CN2C(=O)NC3(CCCc4ccccc43)C2=O)cc1 (stereo not given) | -0.2 | i | -2.0
COc1ccccc1NC(=O)c1ccc(Cl)c(S(=O)(=O)NCc2ccco2)c1 | -6.0 | i | -2.3
Cc1ccc(SCC(=O)Nc2ccc(N3CCOCC3)cc2)cc1C | 3.6 | i | -1.6
Cc1nc2nc(-c3ccccc3)[nH]n2c(=O)c1Cc1ccccc1 | -6.8 | i | -2.2
CC(C)NC(=O)Nc1ccc2c(c1)C(=O)N([C@H](C)CO)C[C@H](C)[C@@H](CN(C)S(C)(=O)=O)O2 | 5.9 | i | -3.7

3 entries from above, in markdown:
| molecule | Dyrk1A ADPGlo | KCNK3 inh | GSK3A inh |
| --- | --- | --- | --- |
| CCOc1ccc(N2CC(C(=O)NCC(=O)Nc3ccc(F)c(F)c3F)CC2=O)cc1 (stereo not given) | 0.9 | i | -2.5 |
| CCOc1ccc(CN(C)C(=O)CN2C(=O)NC3(CCCc4ccccc43)C2=O)cc1 (stereo not given) | -0.2 | i | -2.0 |
| COc1ccccc1NC(=O)c1ccc(Cl)c(S(=O)(=O)NCc2ccco2)c1 | -6.0 | i | -2.3 |
